USP10 block: inhibitors of human USP10 deubiquitinase; 1.1% of 47,000 active; inhibition, % at 20 µM; purified USP10, Ub-rhodamine fluorescence, 60 min
UCHL1 block: inhibitors of human UCHL1 deubiquitinase | Ubiquitin carboxyl-terminal hydrolase isozyme L1 (Homo sapiens), P09936 | purified UCHL1, Ub-rhodamine cleavage fluorescence | inhibition, % at 20 µM | 0.2% of 47,000 active
Target sequence (P09936 whole entry, looked up): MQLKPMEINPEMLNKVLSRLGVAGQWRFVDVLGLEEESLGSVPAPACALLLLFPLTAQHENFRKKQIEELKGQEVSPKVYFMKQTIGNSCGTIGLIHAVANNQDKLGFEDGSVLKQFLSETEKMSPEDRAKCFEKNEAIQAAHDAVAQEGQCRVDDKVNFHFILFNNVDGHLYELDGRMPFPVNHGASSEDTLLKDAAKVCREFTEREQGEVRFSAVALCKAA
OTUD3 block: inhibitors of human OTUD3 deubiquitinase. OTU domain-containing protein 3 (Homo sapiens), Q5T2D3. purified OTUD3, Ub-rhodamine fluorescence, 2 h. inhibition, % at 25 µM. 0.7% of 47,000 active
Target sequence (Q5T2D3 whole entry, looked up, the tested form may be a part): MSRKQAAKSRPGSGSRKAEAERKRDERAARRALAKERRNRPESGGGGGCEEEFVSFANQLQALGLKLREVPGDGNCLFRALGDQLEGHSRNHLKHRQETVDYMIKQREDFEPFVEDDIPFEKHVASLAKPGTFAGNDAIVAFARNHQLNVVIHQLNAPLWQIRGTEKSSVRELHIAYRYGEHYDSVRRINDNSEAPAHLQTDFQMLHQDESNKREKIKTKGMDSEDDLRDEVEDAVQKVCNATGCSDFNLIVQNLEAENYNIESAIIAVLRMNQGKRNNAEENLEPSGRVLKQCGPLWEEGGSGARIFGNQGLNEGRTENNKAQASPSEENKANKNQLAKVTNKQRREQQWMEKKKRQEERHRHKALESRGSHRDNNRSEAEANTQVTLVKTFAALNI
USP8 inh: inhibitors of human USP8 deubiquitinase. Ubiquitin carboxyl-terminal hydrolase 8 (Homo sapiens), P40818. purified USP8, Ub-rhodamine cleavage fluorescence, 30 min. inhibition, % at 20 µM. 4.2% of 47,000 active. AID 1645853, 2021
USP28 inh: inhibitors of human USP28 deubiquitinase. AID 1645857, 2021. purified USP28, Ub-rhodamine cleavage fluorescence, 30 min. 3% of 47,000 active. inhibition, % at 25 µM
USP30 inh: inhibitors of human USP30 deubiquitinase; purified USP30, Ub-rhodamine cleavage fluorescence; inhibition, % at 25 µM; AID 1645860, 2021; 5.3% of 47,000 active
USP7 inh: inhibitors of human USP7 deubiquitinase; Ubiquitin carboxyl-terminal hydrolase 7 (Homo sapiens), Q93009; 0.3% of 47,000 active; inhibition, % at 20 µM; AID 1645854, 2021; purified USP7, Ub-rhodamine cleavage fluorescence
USP17 block: inhibitors of human USP17 deubiquitinase; purified USP17, Ub-rhodamine cleavage fluorescence, 3 h; inhibition, % at 50 µM; 6.5% of 47,000 active
The depositor's hits bear a star; i = inactive; . = not tested or not shown. Cut-off read from the data, not from the text of the source: active = inhibition above about 30%; inactive = the rest.

SMILES	USP10 block	UCHL1 block	OTUD3 block	USP8 inh	USP28 inh	USP30 inh	USP7 inh	USP17 block
CSc1[nH]c(-c2ccccc2)cc1C(C)=O	3	1	9	-18	4	2	0	0
O=C(Nc1cccc(C(F)(F)F)c1)N1CCCn2c(nc3ccccc32)C1	10	1	6	21	32*	79*	0	37*
Cc1ccc(CNS(=O)(=O)c2ccc3c(c2)C(=O)N(C)c2ncccc2O3)cc1	2	5	4	10	5	1	8	4
COc1cccc(N2CCN(C(=O)c3cc(-c4ccncc4)n[nH]3)CC2)c1	0	0	6	0	7	15	4	13
COc1cccc(C(=O)NCCSc2ccc(F)cc2)c1	3	1	8	7	26	20	-1	15
COc1ccc2c(CNCCc3ccc(Cl)cc3)c(C(=O)O)[nH]c2c1	3	2	1	3	6	13	.	-6
CCOC(=O)c1ccc(N2CCN(CC)CC2)c(NC(=O)/C=C/c2cccc([N+](=O)[O-])c2)c1	1	17	-1	-139	6	9	2	-17
Cc1cccc(N2CCN(C(=O)c3cccnc3)CC2)c1C	0	2	6	-2	2	5	0	5
CCOc1ccccc1Nc1nc2ccccc2n2cnnc12	-4	-4	-7	7	-1	29	-1	39*
O=C(Cc1cccc2ccccc12)NCc1ccc(F)cc1	-4	-1	-14	-13	-5	-8	-25	-1
CC(C)=CC(=O)NC1=CC(=O)[C@]2(C)[C@@H]3O[C@@H]3[C@H](C)N12	-6	0	16	-18	12	9	-1	17
C=C1C[C@@]23CCC4[C@@](C)(CCC[C@@]4(C)C(=O)O[C@@H]4O[C@H](CO)[C@@H](O)[C@H](O)[C@H]4O)C2CC[C@]1(O[C@H]1O[C@H](CO)[C@@H](O)[C@H](O)[C@H]1O[C@@H]1O[C@H](CO)[C@@H](O)[C@H](O)[C@H]1O)C3 (stereo partly drawn)	-4	0	-2	-5	-1	5	-3	-2
O=C(c1ccn(-c2ccc3ccc(-c4ccncc4)cn23)n1)N1CCCC1	-4	-22	-178	-113	-244	i	-21	-145
CN(C)C(=O)[C@H]1CCS(=O)(=O)[C@@H]2CN(Cc3ccccc3)C[C@H]12	-3	0	5	-6	-6	-14	2	0
O=C(COc1ncnc2sc3c(c12)CCCC3)Nc1ccc2c(c1)OCO2	31*	-1	-16	30	-21	-103	11	11
O=S(=O)(c1cc(-c2nnc(C3CCCC3)o2)co1)N1CCCCC1	-5	-3	-11	-6	-17	-44	-3	-14
COc1ccccc1CNC(=O)c1sc2nc(C)cc(C)c2c1-n1cccc1	2	5	19	8	15	25	8	12
O=C(NCc1cccnc1)c1cc(N2CCCC2)n2nccc2n1	-7	-58	-42	-44	-42	-188	-47	-44
COc1cccc(CC(=O)N2CCC3(CC2)NC(=O)[C@H]2CN(Cc4cccnc4)C[C@H]23)c1	-3	0	-10	-22	-11	-47	-3	-14
Clc1ccc(CN2CCc3nc(Nc4ccc5c(c4)OCO5)ncc3C2)cc1	6	9	-9	30*	-1	-16	-11	2
O=C1CC(c2ccccc2)n2nc(NC(=O)c3ccccc3)nc2N1 (stereo not drawn)	-1	0	6	7	10	11	3	5
O=C(NCc1ccc(F)cc1)C1CCN(C(=O)c2cc(-c3cccnc3)n[nH]2)CC1	0	-3	2	-1	-6	0	2	-5
Cc1cnc(NC(=O)C2CC(=O)N(c3ccc4c(c3)OCCO4)C2)s1 (stereo not drawn)	-3	-1	-8	-3	0	-8	6	-12
Cc1cc(N2C(=O)OCC2(C)C)nc(C2CCN(C(=O)C(C)(C)C)CC2)n1	-3	-1	15	-30	11	22	2	-3
Cc1cc(-c2onc(C)c2C(N)=O)no1	1	3	9	18	4	15	7	8
Cc1cc(C(=O)NCC2CCCO2)c2cc(Br)ccc2n1 (stereo not drawn)	0	-3	-1	0	-3	0	1	0
Cc1cccc2c1NC(=O)[C@]21N2CCC[C@H]2[C@@H](C(=O)c2ccc3c(c2)OCO3)[C@]12C(=O)Nc1ccccc12	-5	1	-13	0	-15	-31	6	-24
C=C1C(C)C(C)(O)OC12OC(=O)C=C2OC (stereo not drawn)	-4	1	-13	-3	-4	0	0	-1
CC(C)c1nc(C2CCCN2C(=O)c2ccc(N(C)C)nn2)no1 (stereo not drawn)	0	-1	1	0	-3	-5	0	-6
O=C(Nc1ccc2[nH]ncc2c1)c1ccc(F)cc1	0	-4	-8	-2	0	0	-2	22
CCNC(=O)N1C[C@@H](C(=O)OCC)[C@@H]2Oc3c(C)cccc3[C@@H]21	0	-1	0	4	-1	-5	-5	.
COc1ccccc1CNC(=O)CCCn1c(=O)c2ccccc2n(CC(=O)N2CCN(c3ccccc3)CC2)c1=O	7	1	2	1	-6	-2	1	57*
O=C(NCc1noc(-c2ccccc2)n1)c1cccc(F)c1	-4	-3	-11	-3	-7	-14	-5	.
COc1ccc(Cl)cc1C(=O)NCC1(O)CCOc2ccccc21 (stereo not drawn)	1	-5	-4	-76	-5	-2	-30	-15
CN1CC(=O)N(C2CCNC2)Cc2c1ncnc2N1CCCCC1 (stereo not drawn)	-5	-6	-14	-164	-14	-46	-3	-28
Cc1nnc(NCC2COC3(COCCN(Cc4ccccc4)C3)C2)o1 (stereo not drawn)	3	6	3	-1	10	11	8	-1
CC(O)CNc1ncnc2c1sc1nc(-c3ccccc3)c3c(c12)CCC3 (stereo not drawn)	-9	-23	-5	-13	-22	-88	-25	-34
CC1CCN(C(=O)CN2CCC3(CCC2=O)CNC(=O)c2ccccc2O3)CC1 (stereo not drawn)	2	4	-2	29	18	28	5	23
Cc1ccc(NC(=O)c2cccc(N3C(=O)C(C)(C)CS3(=O)=O)c2)cc1	0	-2	3	11	5	-1	-81	-6
Cc1cc(C)n2nc(C(=O)Nc3nc4ccc(F)cc4s3)nc2n1	3	4	-12	15	-15	-128	6	5
COc1ccc2c(C)c(CC(=O)N[C@@H](CSCc3ccccc3)C(=O)O)c(=O)oc2c1OC	2	0	-3	-2	-1	0	0	-7
Cn1c(=O)n(CCc2ccccc2)c(=O)c2c1nc1n2CCN1Cc1ccco1	-1	4	4	-66	7	3	-1	-9
Cc1ccc(-c2nnc(N3CCC(C(=O)NCc4ccccn4)CC3)o2)cc1	-4	2	-6	-18	-17	-30	-2	.
O=C1CO[C@H]2CN(c3cnccn3)C[C@@H]2N1C1CCOCC1	-2	0	12	4	8	13	0	8
O=C(c1cnn2c3c(cnc12)CCCC3)N1CCOCC1	2	1	7	10	0	17	3	5
Cc1ccc(N2CC(C(=O)NCc3nnnn3-c3ccccc3)CC2=O)cc1C (stereo not drawn)	-1	-3	-12	-17	-18	-10	0	-5
CNC(=O)C1CN(C(=O)Cc2ccccc2C)CC12CCCC2 (stereo not drawn)	-1	1	0	-4	-2	10	-3	3
O=C(NCCc1csc(-c2cccnc2)n1)c1ccccc1Br	0	-2	-6	-7	-1	2	3	0
COc1ccc(-c2ncnc3c2c(C(=O)N2CCC(N(C)C)CC2)c2ccccn23)cc1	-5	-153	-159	-13	-213	i	-129	-161
COc1ccccc1NC(=O)N(CCCN1CCOCC1)Cc1cc2cc(OC)c(OC)cc2[nH]c1=O	0	4	7	9	4	-29	0	5
CCn1c(=O)c(C(=O)Nc2ccccc2Cl)nc2ccccc21	3	4	-6	4	-8	-2	-19	-14
CCOC(=O)c1nc(-c2cccc3[nH]ccc23)no1	0	-1	14	0	10	17	1	4
Cc1ccc(Cn2c(CO)cnc2SCC(=O)Nc2ccc3c(c2)OCO3)cc1	1	3	10	20	17	28	-2	0
CCOc1ccccc1C1N(Cc2ccccc2)CCN1Cc1ccccc1	5	6	12	9	5	16	12	3
COCCN(C)c1nc(C2CCN(Cc3cc(C)on3)CC2)cc2c1ncn2C	0	-4	-5	-199	-18	-24	0	-43
CC(=O)c1cccc(NC(=O)C2CCCN(C(=O)c3ccccc3F)C2)c1 (stereo not drawn)	-2	-2	-9	-20	-7	-42	-1	-13
COc1ccc2nc3c(cc2c1)c(=O)n(C)c1c3c(=O)n(-c2ccccc2)c(=O)n1-c1ccccc1	-2	0	-167	-287	-268	i	0	-135
CC(C)N1CCC1(C)C(=O)Nc1cc(-c2ccccc2)nn1C (stereo not drawn)	0	-1	7	5	0	9	0	2
CCOC(=O)N1CCN(C2=Cc3ccccc3Sc3ccccc32)CC1	1	1	-2	11	4	6	2	1
CC(=O)c1cccc(NC(=O)CCc2nnc3ccc(N4CCCC4)nn23)c1	0	-2	-13	-1	-15	-3	0	13
(list continues)
SMILES	USP10 block	UCHL1 block	OTUD3 block	USP8 inh	USP28 inh	USP30 inh	USP7 inh	USP17 block
COc1ccccc1C(=O)Nc1ccc(C)c(N2CCCC2=O)c1	-1	0	5	16	-7	6	2	11
CC(C)(C)n1ncc2c(=O)n(CC(=O)OCc3ccccc3)cnc21	-1	1	-3	-3	.	.	0	2
Cc1sc2nc(C3CC3)n(C3CCN(C(=O)C(C)C)CC3)c(=O)c2c1C	1	2	16	18	13	18	-1	15
CC1CCN(C(=O)c2cn(-c3cc(Nc4ccccc4)ncn3)cn2)CC1	-1	-10	-65	-17	-145	i	-26	-35
O=C(c1ccoc1)N1CCCC(Nc2ncnc3c2CCC3)C1 (stereo not drawn)	-3	-3	-1	1	0	-16	-1	-3
Cc1cccc(NS(=O)(=O)c2ccc3nncn3c2)c1	-1	3	4	-27	0	3	1	-2
Cc1cc(C(=O)C(=O)Nc2nnc(-c3cccnc3)s2)c(C)n1-c1ccccc1F	-6	12	-39	37*	-67	-342	-9	-28
NC(=O)CN1CCC(Nc2ncnc3scc(-c4ccccc4)c23)CC1	-2	-47	-1	-21	.	.	-48	-189
Cc1nc2c(c(=O)c3ccccc3n2C)c(=O)n1Cc1ccco1	-7	-1	15	-10	15	-32	-12	12
CCNC(=O)N1C[C@@H]2OCC(=O)N(CC3CC3)[C@@H]2C1	0	0	10	18	8	19	1	3
Cc1cc(C)n(CC2CCCN2Cc2nc(C3CC3)no2)n1 (stereo not drawn)	-9	-14	-28	-14	-39	-154	-12	-30
CC(C)n1c(=O)[nH]c2c(C(=O)N3CCc4ccccc4C3)snc2c1=O	1	-3	0	8	-2	-1	-2	-8

11 structures from above, sorted by molecular weight, falling:
SMILES	USP10 block	UCHL1 block	OTUD3 block	USP8 inh	USP28 inh	USP30 inh	USP7 inh	USP17 block
Cc1cccc2c1NC(=O)[C@]21N2CCC[C@H]2[C@@H](C(=O)c2ccc3c(c2)OCO3)[C@]12C(=O)Nc1ccccc12	-5	1	-13	0	-15	-31	6	-24
Cc1cc(C(=O)C(=O)Nc2nnc(-c3cccnc3)s2)c(C)n1-c1ccccc1F	-6	12	-39	37*	-67	-342	-9	-28
Cc1ccc(CNS(=O)(=O)c2ccc3c(c2)C(=O)N(C)c2ncccc2O3)cc1	2	5	4	10	5	1	8	4
COc1ccccc1CNC(=O)c1sc2nc(C)cc(C)c2c1-n1cccc1	2	5	19	8	15	25	8	12
CC(=O)c1cccc(NC(=O)C2CCCN(C(=O)c3ccccc3F)C2)c1 (stereo not drawn)	-2	-2	-9	-20	-7	-42	-1	-13
Cc1cnc(NC(=O)C2CC(=O)N(c3ccc4c(c3)OCCO4)C2)s1 (stereo not drawn)	-3	-1	-8	-3	0	-8	6	-12
O=C(c1ccn(-c2ccc3ccc(-c4ccncc4)cn23)n1)N1CCCC1	-4	-22	-178	-113	-244	i	-21	-145
O=S(=O)(c1cc(-c2nnc(C3CCCC3)o2)co1)N1CCCCC1	-5	-3	-11	-6	-17	-44	-3	-14
Cc1cc(C(=O)NCC2CCCO2)c2cc(Br)ccc2n1 (stereo not drawn)	0	-3	-1	0	-3	0	1	0
O=C1CC(c2ccccc2)n2nc(NC(=O)c3ccccc3)nc2N1 (stereo not drawn)	-1	0	6	7	10	11	3	5
CSc1[nH]c(-c2ccccc2)cc1C(C)=O	3	1	9	-18	4	2	0	0

Remaining list, next part
SMILES	USP10 block	UCHL1 block	OTUD3 block	USP8 inh	USP28 inh	USP30 inh	USP7 inh	USP17 block
O=C1Cc2cc(S(=O)(=O)Nc3ccccc3C(=O)Nc3ccc(F)cc3)ccc2N1	3	-2	-2	12	-4	-39	1	-5
CCn1c(=O)c2sc(N3CCCC3)nc2n(CC(=O)Nc2cccc(Cl)c2C)c1=O	-4	-3	-2	5	-2	24	0	2
COc1ccc(CCN2C[C@H]3CCN(C(=O)c4ccncc4)CC[C@H]3S2(=O)=O)cc1	0	1	13	-6	11	2	1	0
O=C1N(Cc2ccc(F)cc2)CCN1c1ccc(C(F)(F)F)cn1	1	6	18	1	65*	23	-12	4
Cc1cc(N2CCC(NS(=O)(=O)Cc3ccccc3)C2=O)ccc1F (stereo not drawn)	0	-5	-1	-4	-5	-11	-5	22
Cc1cc(C2CCCN2S(=O)(=O)c2ccc(Cl)cc2)on1 (stereo not drawn)	0	1	5	11	14	-1	-2	4
Cc1nc(C)c(-c2nc(-c3cccc(C(=O)NC(C)C)c3)no2)s1	-1	2	-1	5	-8	-29	4	3
COc1cccc(NC2=NS(=O)(=O)C(c3ccc(F)cc3)=C2C)c1	1	-1	4	-1	11	33*	6	3
Cc1cccc(CNC(=O)c2cnc3c(C)cccn3c2=O)c1	0	-1	-2	-1	-35	-5	-2	-3

Compounds as they come; overall some 14% were active at least once.
